Screening results deposited in PubChem BioAssay by Broad Institute.
RAD52 inh – inhibitors of human RAD52 DNA annealing; hit rate 0.46% among 360,000; inhibition, % at 18.7 µM; recombinant RAD52 DNA annealing, FRET fluorescence;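 active = every replicate showing at least 50% inhibition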
Target sequence (P43351 whole entry, looked up): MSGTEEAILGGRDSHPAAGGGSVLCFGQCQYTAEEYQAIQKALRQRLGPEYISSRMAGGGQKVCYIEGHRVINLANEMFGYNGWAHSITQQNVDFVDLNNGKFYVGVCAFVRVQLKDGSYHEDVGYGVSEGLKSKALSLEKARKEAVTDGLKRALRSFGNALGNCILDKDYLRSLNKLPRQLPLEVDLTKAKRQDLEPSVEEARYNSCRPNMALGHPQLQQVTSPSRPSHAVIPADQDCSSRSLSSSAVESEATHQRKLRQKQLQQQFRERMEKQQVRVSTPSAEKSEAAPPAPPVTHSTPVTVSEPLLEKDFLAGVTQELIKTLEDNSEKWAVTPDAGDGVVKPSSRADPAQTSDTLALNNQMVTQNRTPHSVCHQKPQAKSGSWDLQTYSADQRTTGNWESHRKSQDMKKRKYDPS
ERAP1 HTS inh – blocks human ERAP1 aminopeptidase activity; Q9NZ08; recombinant ERAP1, Leu-AMC fluorescence, 60 min; inhibition, % at 10.7 µM; hit rate 0.15% among 340,000;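 active = mean replicate inhibition of at least 30%, or all replicates individually reaching that 30% level; inactive = mean below 30% and not every replicate reaching it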;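 also: 0% = neutral control wells and 100% = L-leucinethiol positive control wells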
XiGFP reactiv – activators of X-chromosome reactivation in mouse fibroblasts; XiGFP mouse fibroblasts, % GFP-positive cells imaging, 3 d; cells co-treated with 5-aza-dC sensitizer; scaled so ellipticine positive control = 100%; activation, % at 7.58 µM; hit rate 0.055% among 360,000; AID 743238;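 active = mean normalized replicate activation at least 10% and every replicate at or above 10%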;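 also: 0% = median of on-plate neutral control wells and 100% = ellipticine 6 µM median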
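material = 68-5-11 XiGFP fibroblast line | medium = DMEM plus 5-aza-dC sensitizer | schedule = 3 days compound exposure | benchmarks = positive control ellipticine, 6 µM final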
S100A4 MyoIIA – inhibitors of human S100A4 binding to myosin IIA peptide; S100A4/TAMRA-MyoIIA peptide fluorescence polarization; inhibition, % at 10.7 µM; hit rate 0.14% among 360,000; AID 652163;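 active = mean inhibition of at least 70% across replicates, with every replicate also reaching that level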
Target sequence (P26447 whole entry, looked up): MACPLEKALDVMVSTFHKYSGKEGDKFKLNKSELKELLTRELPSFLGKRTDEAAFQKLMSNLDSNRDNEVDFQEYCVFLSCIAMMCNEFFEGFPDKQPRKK
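Test system: S100A4 monomer protein; Medium: HEPES pH 7.2 with CaCl2, KCl, NaCl, DTT, Triton; Probe or stimulus: TAMRA-labelled myosin IIA heavy-chain peptide probe, 5 nM; Doses: one dose per compound; Times: polarization read 5 min after assay mix addition, stable 5–60 min; Benchmarks: neutral control DMSO, positive control TFP.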
RAD54 branch – RAD54 (human) branch migration inhibition | Q92698 | RAD54 Holliday junction branch migration, FAM/BHQ fluorescence | inhibition, % at 10.4 µM | hit rate 0.14% among 360,000;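 active = mean normalized replicate activity at least 40 and at least half of replicates scoring 40 or more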;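 also: 0% = median of neutral control wells and 100% = median of positive control wells; inhibitors cause a drop in the FAM fluorescence signal; in these data hits start at about 50%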
ERp5 inh – ERp5 (human) disulfide isomerase inhibition; ERp5 insulin aggregation, absorbance 650 nm, 90 min; hit rate 0.05% among 350,000; AID 651711; Q15084; inhibition, % at 9.99 µM;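 active = mean replicate inhibition above about 25%, with every replicate also reaching it, limit read from the data, passing the limit was not always enough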
esBAF inh – blocks esBAF chromatin remodeling in mouse ES cells. reporter increase, % at 12.5 µM. hit rate 2% among 350,000. Bmi1-luciferase knock-in reporter, 24 h; 100% = twice the neutral-well signal; in the data active = activation above about 40%;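 also: 0% = median of the plate's neutral control wells and 100% = double that signal; a rise in the Bmi1 reporter signal indicates esBAF inhibition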
E-selectin induc – E-selectin induction on HUVECs; hit rate 0.37% among 260,000; activation, % at 7.58 µM; HUVEC E-selectin immunofluorescence imaging; normalized: neutral wells 0, TNF-alpha wells 100;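 active = mean E-selectin-positive cell signal at least 10% of the positive control, reached in at least 60% of replicates, without over 20% cell loss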;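 also: in these data hits start at about 27%; measured in HUVEC primary endothelial cells; signal is the percent of cells scored E-selectin positive by PE staining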
Target sequence (P16581 whole entry, looked up): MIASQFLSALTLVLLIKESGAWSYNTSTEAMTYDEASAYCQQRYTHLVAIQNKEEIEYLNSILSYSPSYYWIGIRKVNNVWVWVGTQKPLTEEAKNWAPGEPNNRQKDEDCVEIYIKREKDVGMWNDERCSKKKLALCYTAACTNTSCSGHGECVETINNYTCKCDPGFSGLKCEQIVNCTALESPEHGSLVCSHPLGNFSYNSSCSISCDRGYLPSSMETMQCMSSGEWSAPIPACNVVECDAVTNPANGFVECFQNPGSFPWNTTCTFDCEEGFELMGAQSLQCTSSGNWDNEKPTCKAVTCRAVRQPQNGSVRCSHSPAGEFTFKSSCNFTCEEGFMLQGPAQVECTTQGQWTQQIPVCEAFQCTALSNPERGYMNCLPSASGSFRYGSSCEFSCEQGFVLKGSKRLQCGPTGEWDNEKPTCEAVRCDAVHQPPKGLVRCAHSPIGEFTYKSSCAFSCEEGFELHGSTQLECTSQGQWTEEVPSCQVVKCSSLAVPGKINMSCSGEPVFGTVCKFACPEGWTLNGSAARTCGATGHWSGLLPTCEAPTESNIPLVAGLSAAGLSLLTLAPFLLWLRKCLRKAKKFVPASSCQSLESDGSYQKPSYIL
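assay system = HUVEC, human umbilical vein endothelial cells | input = 3,000 HUVEC seeded per well | medium = EGM-2 growth medium on 0.1% gelatin-coated wells | dosing = one compound dose added by pin transfer | signal = immunofluorescence imaging | read-out basis = % PE-positive cells | control set = TNF-alpha, DMSO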
* hit, by the source's call.

C=Cc1ccc(Cn2c(=O)n(C)c(=O)c3sccc32)cc1 was read as RAD52 inh -11, ERAP1 HTS inh -2, XiGFP reactiv 0.0, S100A4 MyoIIA 5, RAD54 branch -4, ERp5 inh 0 and esBAF inh 8.
Screening COc1ccc(CN(C)C[C@@H]2Oc3ccc(NC(=O)Nc4c(C)noc4C)cc3C(=O)N([C@@H](C)CO)C[C@@H]2C)cc1 returned RAD52 inh -18, ERAP1 HTS inh -6, XiGFP reactiv -0.9, S100A4 MyoIIA 5, RAD54 branch -22, ERp5 inh 2, esBAF inh -4 and E-selectin induc -9.7.
`CC(Sc1nnc(-c2cccnc2)o1)C(=O)NC1CCCCC1` (configuration not stated) gave RAD52 inh -17, ERAP1 HTS inh 0, XiGFP reactiv 0.0, S100A4 MyoIIA -5, RAD54 branch 6, ERp5 inh 4 and esBAF inh 9.
CCNC(=O)C[C@H]1CC[C@@H]2[C@@H](COc3ccc(NC(=O)c4ccc(F)cc4)cc3C(=O)N2C)O1 was read as RAD52 inh -1, ERAP1 HTS inh 2, XiGFP reactiv 0.3, S100A4 MyoIIA -17, RAD54 branch -1, ERp5 inh 1, esBAF inh -3 and E-selectin induc 0.2.
`CCCCN1C(N)=NC[C@@H]1c1ccccc1` gave XiGFP reactiv 0.2, RAD54 branch 2, esBAF inh -1 and E-selectin induc 0.0.
For COC(=O)CN1C(=O)[C@H]2[C@@H](c3ccc(C)o3)N3C(=O)CN(Cc4ccccc4)C(=O)[C@@]3(Cc3ccccc3)[C@H]2C1=O the results were RAD52 inh -98, ERAP1 HTS inh 1, XiGFP reactiv 0.0, S100A4 MyoIIA 3, RAD54 branch 6, ERp5 inh -1, esBAF inh -3 and E-selectin induc 0.0.
Screening CCC(=O)N1C[C@@H](C)[C@@H](OC)CN(C)C(=O)c2cc(NC(=O)C3CC3)ccc2OC[C@@H]1C returned RAD52 inh -3, ERAP1 HTS inh -1, XiGFP reactiv -0.2, S100A4 MyoIIA -10, RAD54 branch -2, ERp5 inh -1, esBAF inh 7 and E-selectin induc -0.4.
`Cc1ccc(C)c(C(=O)COC(=O)c2cc([N+](=O)[O-])ccc2N2CCOCC2)c1` gave RAD52 inh -13, ERAP1 HTS inh 3, XiGFP reactiv 0.0, S100A4 MyoIIA 9, RAD54 branch 2, ERp5 inh 1 and E-selectin induc 2.4.
For C[C@@H]1CN([C@@H](C)CO)C(=O)c2cc(N(C)C)ccc2O[C@@H](C)CCCCO[C@@H]1CN(C)S(=O)(=O)c1ccccc1 the results were RAD52 inh 18, ERAP1 HTS inh 1, XiGFP reactiv 0.0, S100A4 MyoIIA -3, RAD54 branch 2, ERp5 inh 2, esBAF inh -7 and E-selectin induc 0.1.
`CC(C)CN(C(=O)CCNC(=O)c1ccccc1Cl)C1CCS(=O)(=O)C1` (configuration not stated) gave RAD52 inh -9, ERAP1 HTS inh 0, XiGFP reactiv -0.1, S100A4 MyoIIA -3, RAD54 branch -1, ERp5 inh 1 and esBAF inh 0.
`COc1ccc(C)cc1NCc1ccc(OC)c(C)c1OC` gave RAD52 inh -9, ERAP1 HTS inh -1, XiGFP reactiv 0.0, S100A4 MyoIIA 8, RAD54 branch 11, ERp5 inh -1 and esBAF inh -1.
`C[C@H](CO)N1C[C@H](C)[C@H](CN(C)CC2CCCCC2)Oc2c(NS(=O)(=O)c3ccc(Cl)cc3)cccc2C1=O` gave RAD52 inh -2, ERAP1 HTS inh -1, XiGFP reactiv -1.0, S100A4 MyoIIA -10, RAD54 branch -2, ERp5 inh 2, esBAF inh -9 and E-selectin induc -2.6.
COc1ccc(CNC(=O)/C=C/c2ccco2)cc1OC was read as RAD52 inh -10, ERAP1 HTS inh 0, XiGFP reactiv -0.1, S100A4 MyoIIA 0, RAD54 branch 1, ERp5 inh -12 and esBAF inh 0.
Screening CNC[C@H]1Oc2ncc(-c3cncnc3)cc2C(=O)N([C@@H](C)CO)C[C@H]1C returned RAD52 inh -7, ERAP1 HTS inh -5, XiGFP reactiv 0.0, S100A4 MyoIIA 1, ERp5 inh 1 and E-selectin induc -0.2.
CN(Cc1ccccc1)CC(O)COc1ccc(CNCc2cccnc2)cc1 (configuration not stated) was read as RAD52 inh -25, ERAP1 HTS inh 0, XiGFP reactiv -0.6, S100A4 MyoIIA -8, RAD54 branch -2, ERp5 inh 1 and esBAF inh -1.
COc1ccc(Br)cc1CN(C)C(=O)CNC(=O)c1ccc2ccccc2c1 was read as RAD52 inh -12, ERAP1 HTS inh 0, XiGFP reactiv 0.5, S100A4 MyoIIA 2, RAD54 branch -2, ERp5 inh 5 and esBAF inh -3.
Cc1ccc(S(=O)(=O)Nc2ccc3c(c2)C(=O)N([C@@H](C)CO)C[C@H](C)[C@@H](CN(C)C(=O)c2ccccc2)OCCCC[C@H](C)O3)cc1 was read as RAD52 inh 21, ERAP1 HTS inh 0, XiGFP reactiv -0.1, S100A4 MyoIIA -23, RAD54 branch -4, ERp5 inh 0 and esBAF inh 0.
Screening COC(CN(C)C(=O)C1CCC(CNS(=O)(=O)c2ccc(C)cc2)CC1)OC (configuration not stated) returned RAD52 inh -11, ERAP1 HTS inh -8, XiGFP reactiv 0.0, S100A4 MyoIIA -5, RAD54 branch 16, ERp5 inh -1, esBAF inh 0 and E-selectin induc -0.2.
For COc1ccc(CN2CCNC(=O)C2CC(=O)NC2CCCC2)c(OC)c1 (configuration not stated) the results were RAD52 inh -17, ERAP1 HTS inh 2, XiGFP reactiv 0.1, S100A4 MyoIIA -4, RAD54 branch 5, ERp5 inh -5 and esBAF inh -5.
For COc1ccc(OC(=O)c2ccc(Cl)cc2)c(C(C)=O)c1 the results were RAD52 inh -3, ERAP1 HTS inh -4, XiGFP reactiv 0.1, S100A4 MyoIIA -1, ERp5 inh 0 and E-selectin induc -0.8.
`COCCNC(=O)C1(C)CCCN(C(=O)c2ccccc2F)C1` (configuration not stated) gave RAD52 inh 3, ERAP1 HTS inh 3, XiGFP reactiv 0.3, S100A4 MyoIIA -2, RAD54 branch -8, ERp5 inh -12, esBAF inh -10 and E-selectin induc -0.1.
For O=C(C[C@H]1C[C@H]2c3cc(NC(=O)NC4CCCCC4)ccc3O[C@H]2[C@H](CO)O1)NCc1cccnc1 the results were RAD52 inh -4, ERAP1 HTS inh 0, XiGFP reactiv 0.1, S100A4 MyoIIA 10, RAD54 branch -15, ERp5 inh -3, esBAF inh -4 and E-selectin induc 0.7.
O=C(CSc1nnc(-c2ccccc2Cl)o1)N1CCOCC1 was read as RAD52 inh -13, ERAP1 HTS inh -1, XiGFP reactiv 0.4, S100A4 MyoIIA 5, RAD54 branch -13, ERp5 inh 2 and esBAF inh 35.
`O=C(/C=C/c1ccccc1)NNc1ccc(Cl)cc1` gave RAD52 inh -9, ERAP1 HTS inh -6, XiGFP reactiv -0.1, S100A4 MyoIIA -4 and ERp5 inh 0.
Screening CCCCC(=O)Nc1cccc(C(=O)Nc2ccccc2C(=O)O)c1 returned RAD52 inh -4, ERAP1 HTS inh -6, XiGFP reactiv 0.0, S100A4 MyoIIA -7 and ERp5 inh 4.
Screening CCn1c(SCC(=O)NC2CCCC2)nc2c1c(=O)n(C)c(=O)n2C returned RAD52 inh -11, ERAP1 HTS inh -1, XiGFP reactiv 0.2, S100A4 MyoIIA 3, RAD54 branch -5, ERp5 inh 2, esBAF inh -2 and E-selectin induc 0.2.
Cc1noc(C)c1NC(=O)Nc1ccc2c(c1)CC(=O)N([C@H](C)CO)C[C@@H](C)[C@@H](CN(C)S(=O)(=O)c1cn(C)cn1)O2 was read as XiGFP reactiv -0.8, RAD54 branch -5, esBAF inh -6 and E-selectin induc 0.0.
O=C(Nc1ccc(F)cc1)c1ccc(S(=O)(=O)N2CCOCC2)o1 was read as RAD52 inh 5, ERAP1 HTS inh -4, XiGFP reactiv -0.1, S100A4 MyoIIA -3, RAD54 branch -6, ERp5 inh -4 and esBAF inh 2.
`COc1ccc(-c2cc(C(=O)N(C)Cc3ccccc3F)c3ccccc3n2)cc1OC` gave RAD52 inh -11, ERAP1 HTS inh -3, XiGFP reactiv 0.0, S100A4 MyoIIA -1, RAD54 branch -8, ERp5 inh 3, esBAF inh -6 and E-selectin induc -0.1.
CCCNC(=O)N(C)C[C@H]1Oc2cc(C3=CCCC3)ccc2S(=O)(=O)N([C@@H](C)CO)C[C@H]1C was read as RAD52 inh -2, XiGFP reactiv 0.1, S100A4 MyoIIA -6, RAD54 branch -2, ERp5 inh -6, esBAF inh -8 and E-selectin induc -0.3.
`CC(C)[C@H](NC(=O)OCc1ccccc1)C(=O)OCC(=O)N1C(C)CCCC1C` (some centres not stated) gave RAD52 inh -4, ERAP1 HTS inh -1, XiGFP reactiv 0.0, S100A4 MyoIIA -7, ERp5 inh -6 and E-selectin induc 0.0.
For O=C1c2cccc3cccc(c23)C(=O)N1CCCN1CCN(c2ccc(F)cc2)CC1 the results were RAD52 inh 29, ERAP1 HTS inh 1, XiGFP reactiv -0.7, S100A4 MyoIIA 8, ERp5 inh 2 and esBAF inh 4.
`O=C(COC(=O)/C=C/c1cccc(Br)c1)NCCc1ccccc1` gave RAD52 inh 3, ERAP1 HTS inh 0, XiGFP reactiv -0.1, S100A4 MyoIIA 13, RAD54 branch -9, ERp5 inh 3, esBAF inh -5 and E-selectin induc -0.3.
CC(Oc1ccc(-c2ccccc2)cc1)C(=O)N/N=C/c1cccnc1 (configuration not stated) was read as RAD52 inh -35, ERAP1 HTS inh 0, XiGFP reactiv 0.0, S100A4 MyoIIA -4, RAD54 branch -1, ERp5 inh 2 and esBAF inh 6.
For O=C(C[C@H]1C=C[C@@H](NC(=O)Nc2cccc(F)c2)[C@H](CO)O1)NCC1CCCCC1 the results were RAD52 inh 5, ERAP1 HTS inh 3, XiGFP reactiv 0.5, S100A4 MyoIIA 0, RAD54 branch -1, ERp5 inh -2, esBAF inh 2 and E-selectin induc -0.3.
CCC(CNc1cc(OC)cc2cccnc12)NC1CCCCC1 (configuration not stated) was read as RAD52 inh 36, ERAP1 HTS inh 4, XiGFP reactiv 0.4, S100A4 MyoIIA 140*, ERp5 inh 5 and E-selectin induc 0.7.
Cc1ccc(NC(=O)CN(C)CC(=O)Nc2ccccc2C(=O)Nc2ccccc2)cc1 was read as RAD52 inh -9, ERAP1 HTS inh 5, XiGFP reactiv 0.0, S100A4 MyoIIA 3 and ERp5 inh -12.

Molecules listed so far that have bromine:
COc1ccc(Br)cc1CN(C)C(=O)CNC(=O)c1ccc2ccccc2c1 was read as RAD52 inh -12, ERAP1 HTS inh 0, XiGFP reactiv 0.5, S100A4 MyoIIA 2, RAD54 branch -2, ERp5 inh 5 and esBAF inh -3.
`O=C(COC(=O)/C=C/c1cccc(Br)c1)NCCc1ccccc1` gave RAD52 inh 3, ERAP1 HTS inh 0, XiGFP reactiv -0.1, S100A4 MyoIIA 13, RAD54 branch -9, ERp5 inh 3, esBAF inh -5 and E-selectin induc -0.3.

3 entries already listed, arranged by molar mass, low to high:
Screening CCCCC(=O)Nc1cccc(C(=O)Nc2ccccc2C(=O)O)c1 returned RAD52 inh -4, ERAP1 HTS inh -6, XiGFP reactiv 0.0, S100A4 MyoIIA -7 and ERp5 inh 4.
For O=C(C[C@H]1C=C[C@@H](NC(=O)Nc2cccc(F)c2)[C@H](CO)O1)NCC1CCCCC1 the results were RAD52 inh 5, ERAP1 HTS inh 3, XiGFP reactiv 0.5, S100A4 MyoIIA 0, RAD54 branch -1, ERp5 inh -2, esBAF inh 2 and E-selectin induc -0.3.
Cc1noc(C)c1NC(=O)Nc1ccc2c(c1)CC(=O)N([C@H](C)CO)C[C@@H](C)[C@@H](CN(C)S(=O)(=O)c1cn(C)cn1)O2 was read as XiGFP reactiv -0.8, RAD54 branch -5, esBAF inh -6 and E-selectin induc 0.0.
